High-throughput results from PubChem BioAssay.
CXCR6 block – CXCR6 receptor inhibitors, primary screen, cell-based, beta-arrestin, luminescence, CHO-K1 PathHunter, 1536-well. AID 602244, 2012. inhibition, % at 20 µM. C-X-C chemokine receptor type 6 (Homo sapiens), O00574. hit rate 0.36% among 360,000; in the data active = inhibition above about 34%, passing the limit was not always enough;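 also: antagonist mode with CXCL16 agonist at 10 nM final; 0% = 10 nM CXCL16 with DMSO and 100% = unstimulated wells without agonist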
Target sequence (O00574 whole entry, looked up): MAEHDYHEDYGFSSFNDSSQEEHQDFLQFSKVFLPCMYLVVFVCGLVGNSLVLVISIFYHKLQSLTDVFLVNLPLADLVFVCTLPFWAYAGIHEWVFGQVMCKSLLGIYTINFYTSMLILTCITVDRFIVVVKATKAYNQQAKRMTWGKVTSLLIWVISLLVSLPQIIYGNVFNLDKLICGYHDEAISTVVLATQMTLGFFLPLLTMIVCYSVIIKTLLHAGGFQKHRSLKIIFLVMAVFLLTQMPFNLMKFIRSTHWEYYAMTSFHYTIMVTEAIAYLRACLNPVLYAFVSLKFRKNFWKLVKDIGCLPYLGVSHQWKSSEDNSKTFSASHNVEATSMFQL
APJ antagonist – antagonists of human apelin receptor APJ, primary screen, CHO-K1 cells, beta-arrestin complementation, luminescence | hit rate 0.32% among 330,000 | inhibition, % at 20 µM | P35414;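 active = inhibition above about 40% at 20 µM, limit read from the data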;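 also: cells challenged with 10 nM apelin-13 agonist together with compound; plate controls were apelin-13 plus DMSO wells for no effect and DMSO wells lacking apelin-13 for full effect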
CHOP UPR activ – activators of apoptotic CHOP UPR arm, primary screen, cell-based, CHO-CHOP luciferase reporter, luminescence, uHTS; UPR activation; percent of tunicamycin response over DMSO baseline; activation, % at 10 µM; hit rate 0.34% among 330,000;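 active = at 10 µM dose, activation of 40% or more, normalized to positive control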;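 also: 100% = tunicamycin at 10 µg/mL and 0% = DMSO alone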
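System: CHO-CHOP luciferase reporter cell line | Buffer or medium: F12 medium containing 10% fetal bovine serum | Doses: One dose, 10 µM in 0.5% DMSO | Times: 6 h compound exposure at 37 °C after overnight seeding | Signal: Luciferase luminescence | Read-out: % activation vs tunicamycin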
UPR XBP1 act – activators of adaptive XBP1 UPR arm, primary screen, cell-based, CHO-XBP1 luciferase reporter, luminescence, uHTS; activation, % at 20 µM; AID 463104, 2010; hit rate 0.33% among 330,000; IRE1-XBP1 UPR activation; percent of tunicamycin response, DMSO as zero;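 active = versus positive control, 20 µM dose yields 30% or more activation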;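 also: 100% = tunicamycin at 10 µg/mL and 0% = DMSO only wells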
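Material: IRE1-XBP1 luciferase reporter CHO line / Quantity: one thousand reporter cells per well / Buffer or medium: F12 with 10% serum / Compound: 20 µM single concentration, DMSO 1% / Times: 6 h treatment, 37 °C / Detection: Steady-Glo luciferase glow luminescence, 10 min after reagent addition / Benchmarks: tunicamycin high, DMSO low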
CCR6 antag – CCR6 receptor antagonists, primary screen, cell-based, CHO-K1, luminescence, beta-arrestin, uHTS | CHO-K1 CCR6 PathHunter beta-arrestin, CCL20-stimulated | inhibition, % at 20 µM | hit rate 0.49% among 340,000 | AID 493098, 2011;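 active = compounds whose inhibition of the agonist-driven luminescence signal at 20 µM reaches about 50%, limit read from the data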;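 also: cells stimulated with CCL20 at 14 nM final; plate controls were DMSO with CCL20 for no effect and DMSO without agonist for full effect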
Target sequence (P51684 whole entry, looked up): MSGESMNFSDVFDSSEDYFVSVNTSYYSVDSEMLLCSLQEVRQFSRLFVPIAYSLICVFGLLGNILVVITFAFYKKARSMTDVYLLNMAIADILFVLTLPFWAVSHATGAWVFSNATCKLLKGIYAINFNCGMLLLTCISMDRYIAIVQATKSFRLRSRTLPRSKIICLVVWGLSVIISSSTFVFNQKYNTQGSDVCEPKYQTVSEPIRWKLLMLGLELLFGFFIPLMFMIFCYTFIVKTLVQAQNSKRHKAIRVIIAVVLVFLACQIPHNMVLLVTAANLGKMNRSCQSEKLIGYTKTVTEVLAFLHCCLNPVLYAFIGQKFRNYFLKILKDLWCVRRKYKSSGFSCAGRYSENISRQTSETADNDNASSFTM
APJ ag – agonists of human apelin receptor APJ, primary screen, CHO-K1 cells, PathHunter beta-arrestin, luminescence | P35414 | 0% DMSO wells, 100% apelin | activation, % at 20 µM | hit rate 0.11% among 330,000;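 active = activation more than six SD over the plate average, tested at 20 µM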;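 also: 0% = DMSO alone and 100% = apelin-13 at 10 nM; some results filed as inactive read as strong as hits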
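Assay system – PathHunter CHO-K1 APJ (AGTRL-1) beta-arrestin reporter cells · Compound – one dose, 20 µM compound, 1% DMSO · Timing – compound 90 min 25 °C, reagent 1 h · Measured by – luminescence from split beta-galactosidase complementation, Galacton Star/Emerald II substrate · Measure – beta-arrestin recruitment to APJ as agonist activity, luminescent signal · Benchmarks – DMSO vs Apelin-13 10 nM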
Mdm2 MdmX PPI – inhibitors of human Mdm2-MdmX association, primary screen, cell-based, luminescence, split luciferase, SaOS-2, uHTS | inhibition, % at 8 µM | AID 485346, 2010 | hit rate 3% among 330,000 | SaOS-2 split-luciferase Mdm2/MdmX complementation;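 active = inhibition of at least 50% at 8 µM in the primary screen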
EBI2 antag – EBI2 receptor antagonists, beta-arrestin recruitment, primary screen, cell-based, luminescence, 7a,25-OHC stimulation, uHTS | 7a,25-OHC stimulated | inhibition, % at 5 µM | hit rate 0.81% among 360,000 | G-protein coupled receptor 183 (Homo sapiens), P32249; in the data active = inhibition above about 38%;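 also: enzyme fragment complementation signal reports receptor beta-arrestin coupling in cells; 0% = agonist plus DMSO wells and 100% = wells without agonist; some results beyond the cut were filed as inactive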
Target sequence (P32249 whole entry, looked up, the tested form may be a part): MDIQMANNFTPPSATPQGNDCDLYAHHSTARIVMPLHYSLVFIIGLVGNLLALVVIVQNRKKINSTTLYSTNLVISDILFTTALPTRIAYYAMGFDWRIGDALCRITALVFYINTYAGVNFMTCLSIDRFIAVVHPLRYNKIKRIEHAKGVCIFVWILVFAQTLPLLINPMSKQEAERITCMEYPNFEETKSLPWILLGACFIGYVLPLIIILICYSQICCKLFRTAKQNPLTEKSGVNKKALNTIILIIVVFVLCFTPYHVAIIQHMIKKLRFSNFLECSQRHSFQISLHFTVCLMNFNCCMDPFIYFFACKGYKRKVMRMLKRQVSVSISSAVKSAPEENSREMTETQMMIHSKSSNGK
tim23-1 inh – growth inhibitors of tim23-1 mutant yeast, primary screen, luminescence, uHTS | S. cerevisiae tim23-1 growth, BacTiter-Glo luminescence, 24 h | inhibition, % at 20 µM | hit rate 1.3% among 330,000 | AID 463212, 2010;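 active = growth inhibition of the mutant yeast at or above 50%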;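 also: temperature-sensitive mutant grown at 25 °C; plate controls were DMSO-treated mutant yeast for no effect and medium wells lacking yeast for full effect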
An asterisk follows results filed as active; & = joins results of further samples. Some of the compounds tested (hit frequency here may not be typical).

SMILES | CXCR6 block | APJ antagonist | CHOP UPR activ | UPR XBP1 act | CCR6 antag | APJ ag | Mdm2 MdmX PPI | EBI2 antag | tim23-1 inh
COc1cc(/C=C2\SC(=S)N(NS(=O)(=O)c3ccccc3)C2=O)ccc1O | 34 | 41* | -1.7 | 1 | 39 | -5 | 2 | -2 | 23
O=[N+]([O-])c1cccc(/C=N/Nc2nnc(-c3ccccc3)c(-c3ccccc3)n2)c1 | 2 | -14 | 1.6 | 1 | -15 | -3 | 13 | 0 | 3
Cc1nccn1CCCNC(=O)CC1C(=O)NCCN1Cc1ccc(Cl)c(F)c1 (stereo unspecified) | -8 | -3 | -1.0 | 1 | -3 | 0 | 16 | 2 | 5
N#CC1=C(N)C2=CCCC[C@H]2[C@H](c2cccc(F)c2)C1(C#N)C#N | 8 | -2 | 0.0 | -2 | 20 | -5 | -3 | -1 | 11
COc1ccc(Nc2nc3c(C)cccn3c(=O)c2C=NCc2ccccc2)cc1 | 2 | 4 | 0.4 | 3 | -3 | -3 | 40 | 18 | 25
CCO/C([O-])=N/c1c[n+](N2CCOCC2)no1 | -1&-4 | 13&11 | 2.4&2.0 | -5&-5 | 10&-7 | -1&4 | 13&10 | 8&-2 | 4&11
CCOC(=O)C1CCN(C(=O)c2cc(C)n(C(C)(C)C)n2)CC1 | 5 | 1 | 3.5 | -2 | -2 | 0 | 13 | -12 | 6
Nc1ccccc1Sc1ccc(C(F)(F)F)cc1[N+](=O)[O-] | -5 | 11 | -0.1 | 1 | 8 | 1 | 10 | 11 | 47
CC1CCN(C(=O)c2[nH]cnc2C(=O)NCC(=O)OC(C)(C)C)CC1 | 2 | 7 | -0.1 | -1 | 2 | 10 | 13 | -7 | 8
CCc1ccc(CNC(=O)C2CCN(S(=O)(=O)N3CCC(C)CC3)CC2)cc1 | -5 | 5 | -4.0 | -6 | 2 | 1 | -2 | 34 | 4
CCOc1ccc2[nH]c(=O)c(CN(CCc3ccccc3)C(=O)N3CCCC3)cc2c1 | 0 | 18 | 0.2 | 4 | 9 | -2 | 17 | -2 | 13
COc1ccc(NS(=O)(=O)c2ccc(Cl)c(N)c2)cc1Br | 3 | -6 | -0.1 | -1 | 9 | -1 | -9 | -7 | 8
Cc1ccc(-c2cccc(C(=O)NCCc3ccccc3)n2)c2ccccc12 | 6 | 10 | 1.6 | -2 | 17 | -4 | 3 | 7 | 19
CC(NC(=O)c1ccco1)C(=O)N(C)Cc1ccc(C(F)(F)F)cc1 (stereo unspecified) | -1 | 20 | -0.6 | 0 | -14 | -1 | 15 | -4 | -1
CC(=O)c1ccc(NC(=O)C2CC(=O)N(Cc3ccccc3)C2)cc1 (stereo unspecified) | -12 | 4 | 3.7 | 1 | -8 | 0 | -61 | -4 | -8
CC12CC3CC(C)(C1)CC(Nc1nc(N4CCOCC4)nc4ccccc14)(C3)C2 | 2 | 0 | 1.9 | 6 | 8 | -1 | 42 | -46 | 38
Cc1c(NC(=O)COc2cccc(Br)c2)c(=O)n(-c2ccccc2)n1C | -3 | -11 | -0.8 | -4 | 13 | -3 | 13 | 3 | 9
CC(C)OCCCNC(=O)C(=O)N/N=C/c1ccc(OCc2ccccc2)cc1 | 0 | 1 | -1.6 | -3 | 11 | -6 | 15 | -3 | 1
Cc1ccc(C(C)C)c(OCC(=O)NNC2=CC(=O)CC(C)(C)C2)c1 | 6 | 17 | -2.8 | 0 | 8 | -4 | 29 | -8 | 17
CCCCC(=O)Nc1cc(C)c(NC(=O)c2cccs2)cn1 | 4 | 7 | -0.9 | 1 | 7 | 0 | -9 | -7 | -6
O=C(c1cc2ccccc2oc1=O)N(Cc1ccc2c(c1)OCO2)Cc1ccco1 | -1 | -49 | 2.5 | 0 | -10 | 2 | -22 | -1 | 38
CCOCCCNC(=O)/C(C#N)=C/c1ccc(-c2ccc(S(=O)(=O)N3CCOCC3)cc2)o1 | 8 | -12 | 0.7 | 1 | 7 | -4 | 23 | 5 | 20
NC(=O)CSc1oc(-c2ccco2)nc1S(=O)(=O)c1ccccc1 | 3 | 3 | 0.5 | -3 | 0 | -3 | 10 | 1 | 6
O=C(c1ccccc1F)N1CCCC(c2ccccc2)C1 (stereo unspecified) | 4 | -2 | 1.2 | -1 | 6 | -1 | -10 | 3 | 5
COC(C[C@H]1O[C@H]1[C@@H](O)COCc1ccccc1)OC | -3 | 16 | 1.2 | -2 | 10 | -2 | 9 | -11 | -1
CCN(CC)CCN1C(=O)c2ccccc2NC1c1cccc(F)c1 (stereo unspecified) | -9 | -2 | -0.1 | 0 | 2 | -27 | -6 | 0 | -8
Cc1[nH]n(C)c(=O)c1C(=O)c1c(-c2c(Cl)cccc2Cl)noc1C | 3 | -18 | 1.8 | -3 | 13 | 0 | 35 | -46 | 19
O=C(CSc1cccc2cccnc12)Nc1cccc(S(=O)(=O)N2CCOCC2)c1 | -2 | -7 | 2.8 | -1 | 28 | -4 | -25 | 4 | 15
CCCC(=O)N1CCN(Cc2nc3cc([N+](=O)[O-])ccc3n2C)CC1 | 1 | -8 | -0.3 | -6 | 4 | -1 | -18 | -16 | 16
CCCCc1ccc(NC(=O)CC(C)=O)cc1 | -2 | -15 | 1.7 | 4 | 5 | 1 | 11 | -10 | 35
COc1ccc(N2CCN(c3ncnc4c3cnn4-c3ccc(C)cc3C)CC2)cc1 | -8 | -2 | 4.2 | 0 | 9 | 3 | 27 | 2 | 11
Cc1ccc(NC(=O)CSCC(=O)N=c2sccn2C)cc1 | -10 | 6 | -1.3 | 0 | 12 | -6 | 14 | -18 | -8
CC(C)CC(=O)NC(=S)Nc1ccc(S(=O)(=O)N2CCN(C)CC2)cc1 | 13 | -7 | 4.4 | -3 | 19 | -5 | -14 | -6 | 9
CC(C)(C)NCC(O)COc1ccc(Br)cc1 (stereo unspecified) | -6 | 12 | 0.0 | -2 | 4 | -4 | -22 | -8 | 1
COc1ccc(Br)cc1C(=O)Nc1ccc(N2CCCC2)cc1 | -3 | -8 | 2.0 | 0 | 7 | -2 | -1 | 2 | 5
CCOC(=O)/C=C/C(=O)Nc1ccc(S(=O)(=O)Nc2c(C)cc(C)cc2C)cc1 | -1 | 1 | 0.8 | 0 | 1 | -1 | 50* | 12 | 19
COc1ccc(CSc2nc(C)[nH]c2[N+](=O)[O-])cc1[N+](=O)[O-] | 10 | -1 | 0.8 | -2 | 23 | -5 | 9 | 2 | -7
COc1ccc(-c2csc3ncnc(N4CCN(S(=O)(=O)c5ccc(C)c(C)c5)CC4)c23)cc1 | 0 | 22 | 6.1 | -1 | 17 | -10 | 44 | 15 | 23
CC(C)NC(=O)C(Sc1ccccc1)c1ccccc1 (stereo unspecified) | -3 | 5 | 0.4 | 3 | 5 | -6 | -6 | -6 | 15
COc1c(OC)c(O)c2c(=O)cc(-c3c(O)cccc3O)oc2c1OC | -12 | -29 | 1.5 | 2 | 3 | -4 | 11 | -15 | 13
O=S(=O)(Nc1cccc(Cl)c1)c1ccc2oc(=S)[nH]c2c1 | -1 | 29 | 0.4 | -2 | -13 | -4 | 6 | -3 | 17
CCCC[C@@H]1C=C(C(=O)O)[C@H](c2ccc(CC)cc2)N1S(=O)(=O)c1ccc(C)cc1 | 4 | 5 | -1.2 | 0 | 4 | -2 | -3 | 5 | 18
CC(C)C(=O)Nc1nnc(CCN2CCOCC2)s1 | -5 | -9 | -1.5 | -1 | -21 | -2 | 3 | -6 | -15
C/C(CC(=O)Nc1cccnc1)=N\NC(=O)c1ccc([N+](=O)[O-])c(Cl)c1 | -1 | -9 | -1.0 | -1 | 3 | -2 | 15 | -4 | 0
CCOc1ccc(S(=O)(=O)N(C)CC(=O)NCCN2CCOCC2)cc1 | 0 | 1 | 2.5 | 3 | 9 | -2 | 15 | -1 | -4

Profiles, quoted from the list. Order of values: CXCR6 block	APJ antagonist	CHOP UPR activ	UPR XBP1 act	CCR6 antag	APJ ag	Mdm2 MdmX PPI	EBI2 antag	tim23-1 inh
`C/C(CC(=O)Nc1cccnc1)=N\NC(=O)c1ccc([N+](=O)[O-])c(Cl)c1` is listed with -1	-9	-1.0	-1	3	-2	15	-4	0
`COc1ccc(CSc2nc(C)[nH]c2[N+](=O)[O-])cc1[N+](=O)[O-]` is listed with 10	-1	0.8	-2	23	-5	9	2	-7
`Cc1ccc(NC(=O)CSCC(=O)N=c2sccn2C)cc1` is listed with -10	6	-1.3	0	12	-6	14	-18	-8
`O=S(=O)(Nc1cccc(Cl)c1)c1ccc2oc(=S)[nH]c2c1` is listed with -1	29	0.4	-2	-13	-4	6	-3	17

The list goes on.
SMILES | CXCR6 block | APJ antagonist | CHOP UPR activ | UPR XBP1 act | CCR6 antag | APJ ag | Mdm2 MdmX PPI | EBI2 antag | tim23-1 inh
COC(=O)c1cn(NC(=O)C2CCC(C(C)(C)C)CC2)c(=O)c2ccccc12 (stereo unspecified) | -2 | 1 | 1.4 | 3 | 8 | -7 | 10 | 6 | 4
O=c1c2c(nc3nc[nH]n13)CCC2 | 1 | -2 | -2.7 | 6 | -4 | 2 | 1 | 0 | 10
CCOC(=O)C1CCN(C(=O)Cn2ncc3c([nH]c4ccccc43)c2=O)CC1 | -9 | 8 | 3.0 | -1 | -6 | -2 | 18 | 1 | 9
O=C(CCNC(=O)C1CCN(S(=O)(=O)c2ccccc2)CC1)NCc1ccc(Cl)cc1 | 0 | 3 | 0.1 | -5 | 16 | 2 | 0 | 0 | 6
CC(C)[C@@H](C(=O)N1CCNCC1)n1cc(CCO)nn1 | 10 | -46 | -0.1 | -1 | -9 | 2 | -5 | -18 | -8
COc1ccc2cc(C(C)C(=O)Nc3cccc(S(=O)(=O)N(C)C)c3)ccc2c1 (stereo unspecified) | -1 | 3 | -1.5 | -3 | 21 | 0 | 34 | 7 | 1
COc1cc2c(cc1CN1CCN(C(=O)c3cc(OC)c(OC)c(OC)c3)CC1)OCO2 | 6 | 6 | -0.1 | -6 | 13 | -3 | 24 | 6 | 11
CCOC(=O)c1c(C)[nH]c(N=Nc2ccccc2Cl)c1C | 14 | -2 | 4.2 | 4 | 12 | -3 | -78 | 9 | 26
O=C(CCC(=O)Nc1ccccc1)NNC(=O)c1ccco1 | -1 | 4 | 1.9 | -1 | -18 | -3 | 25 | 0 | 1
CC(=C/c1ccccc1)/C=C1/SC(N2CCOCC2)=NC1=O | -11 | 2 | 3.9 | 2 | -3 | 8 | -79 | 0 | 34
